# MOR-DOR ag = agonists of OPRM1-OPRD1 heterodimerization, primary screen, cell-based, luminescence; activation, % at 9.3 µM; Mu-type opioid receptor (Homo sapiens) + Delta-type opioid receptor (Homo sapiens), …; cells; 340,000 compounds, 0.3% hits; in the data active = activation above about 18%;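 also: 0% = vehicle-treated cells and 100% = reference agonist; values of inactives mirror those of a sister screen read the other way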
# SUMO Mot1 rescue = yeast Mot1-301 growth rescue at high temperature, primary screen, SUMOylation pathway inhibitor project, S. cerevisiae, ATP luminescence, 38.5C. 320,000 compounds, 1% hits. AID 2716, 2010. growth rescue, % at 18.8 µM. S. cerevisiae Mot1-301 growth rescue; percent above DMSO median, 100 means doubled;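 active = every valid replicate shows activation above 250% relative to neutral control wells; inactive = the rest, any valid replicate at or below 250%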;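 also: OY570 slx delta 5 strain wells were the positive control but not used for scaling; some compounds called inactive have numbers as strong as hits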
# Ecoli viability = E. coli V3065 growth inhibition, primary screen, counter-screen for AddAB inhibitor project, absorbance, OD600; 18 h; inhibition, % at 11.9 µM; 330,000 compounds, 0.27% hits;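 active = inhibition above the campaign's mean inhibition across all tested compounds plus 3 SD, cut at about 9.9% in these data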;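 also: uninfected addAB+ strain grown without phage in ampicillin broth; 0% = DMSO wells and 100% = ciprofloxacin 0.95 µg/ml wells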
# Tat transport = E. coli Tat export inhibitors, primary screen, MC4100, TorA-mCherry reporter, fluorescence, single point. 340,000 compounds, 0.036% hits. inhibition, % at 10 µM;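 active = mean replicate inhibition at least 50% and at least half of replicates individually reaching 50%; inconclusive = only one of the two criteria met; inactive = neither criterion met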;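 also: exported cargo escapes ClpAP degradation while cytoplasmic cargo is degraded and loses fluorescence; 0% = median of neutral control wells and 100% = median of NaSCN control wells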
# HTR5A inv ag = HTR5A inverse agonists in luminescence cell assay, primary screen, counter-screen for OPRM1-OPRD1 heterodimer inverse agonist project, full-deck HTS; HTR5A cell line, inverse agonism; inhibition, % at 9.3 µM; 340,000 compounds, 0.083% hits; in the data active = inhibition mostly above about 23%, no sharp cut-off; inactive = mostly below about 18%;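 also: 0% = cells with DMSO and 100% = no-cell wells with DMSO; some compounds called inactive have numbers as strong as hits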
# Target sequence (P47898 whole entry, looked up): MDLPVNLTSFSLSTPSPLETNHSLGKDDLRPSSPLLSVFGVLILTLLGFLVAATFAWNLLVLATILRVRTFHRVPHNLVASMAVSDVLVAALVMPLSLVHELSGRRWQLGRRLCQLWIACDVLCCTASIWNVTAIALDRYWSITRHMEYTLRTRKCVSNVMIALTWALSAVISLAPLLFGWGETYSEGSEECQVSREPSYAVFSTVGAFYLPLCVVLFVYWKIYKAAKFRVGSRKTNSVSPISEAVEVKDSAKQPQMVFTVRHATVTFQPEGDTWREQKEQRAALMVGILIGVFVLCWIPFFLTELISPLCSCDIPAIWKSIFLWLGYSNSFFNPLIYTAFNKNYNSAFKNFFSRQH
# phage Ecoli inh = growth loss of phage-infected E. coli, primary screen, RecBCD inhibitor project, absorbance, with phage, HTS; 360,000 compounds, 0.26% hits; AID 651602, 2012; inhibition, % at 11.9 µM; in the data active = inhibition above about 11%
# MOR-DOR inv ag = inverse agonists of MOR-DOR heterodimerization, primary screen, cell-based, luminescence | Mu-type opioid receptor (Homo sapiens) + Delta-type opioid receptor (Homo sapiens), … | cell-based MOR-DOR heterodimer luminescence, inverse agonism | inhibition, % at 9.3 µM | 340,000 compounds, 0.21% hits; in the data active = inhibition above about 22%, passing the limit was not always enough;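 also: 0% = cells with DMSO and 100% = wells without cells with DMSO; values of inactives mirror those of a sister screen read the other way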
# PfHsp90 yeast 2 = growth inhibition of PfHsp90-expressing yeast, primary screen, antimalarial PfHsp90 inhibitor project, S. cerevisiae, BacTiter-Glo luminescence, single point, set 2; BacTiter-Glo ATP, 48 h; yeast lacking PDR1 and PDR3 efflux regulators; AID 504621, 2011; 310,000 compounds, 0.32% hits; inhibition, % at 9.4 µM;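 active = every replicate shows inhibition above about 80%, whatever the replicate mean, limit read from the data; inconclusive = mean inhibition reaches the set limit but some replicate falls short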;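 also: 0% = DMSO neutral controls and 100% = 20 µM radicicol positive controls; yeast relying on Plasmodium falciparum Hsp90 in place of its own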
# AddAB inh = growth inhibition of E. coli expressing H. pylori AddAB, primary screen, AddAB inhibitor project, absorbance. inhibition, % at 11.9 µM. 330,000 compounds, 0.29% hits. AID 435030, 2010; in the data active = inhibition above about 12%;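 also: 0% = vehicle wells of infected cells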
# PKA-R2B activ = activators of PKA-R2B holoenzyme, primary screen, biochemical, fluorescence polarization, Cy5-IP20, human | 340,000 compounds, 0.079% hits | AID 504700, 2011 | activation, % at 11.4 µM | PKA-R2B holoenzyme dissociation; R2B truncated from residue 108, S112A mutant; 0% DMSO only, 100% 113 µM cGMP | cAMP-dependent protein kinase catalytic subunit beta (Homo sapiens) + cAMP-dependent …;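 active = activation above a cutoff set at the mean over all compounds plus 3 SD, cut at about 18% in these data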;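 also: higher means more holoenzyme dissociation and a rise in polarization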
# Target sequence (P31323 whole entry, looked up, other chains not shown, the tested form may be a part): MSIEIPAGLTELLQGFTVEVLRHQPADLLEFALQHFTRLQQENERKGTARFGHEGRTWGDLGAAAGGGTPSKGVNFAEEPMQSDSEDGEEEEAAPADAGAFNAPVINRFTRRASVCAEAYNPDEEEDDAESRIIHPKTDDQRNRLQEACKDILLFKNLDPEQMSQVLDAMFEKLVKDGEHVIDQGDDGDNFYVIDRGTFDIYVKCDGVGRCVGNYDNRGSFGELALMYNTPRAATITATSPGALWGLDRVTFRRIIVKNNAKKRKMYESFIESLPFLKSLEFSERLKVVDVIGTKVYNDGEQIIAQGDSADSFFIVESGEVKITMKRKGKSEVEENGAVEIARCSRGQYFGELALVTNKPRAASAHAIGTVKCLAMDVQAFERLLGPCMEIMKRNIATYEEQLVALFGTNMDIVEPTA
# PKA-R1A activ = activators of PKA-R1A holoenzyme, primary screen, biochemical, fluorescence polarization, Cy5-IP20, bovine R1A, mouse PKAc; cAMP-dependent protein kinase type I-alpha regulatory subunit (Bos taurus) + …; 340,000 compounds, 0.083% hits; PKA-R1A dissociation; scaled: DMSO 0%, 113 µM cGMP 100%; activation, % at 11.4 µM;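 active = percent activation above the mean of all tested compounds plus 3 SD, cut at about 19% in these data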;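 also: higher means more PKAc released from R1A so a rise in polarization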
# Active calls of the source: *; ? = inconclusive; / = no result given. The order is random; 2.2% or so of the library scored in one or more.
no.	Molecule	MOR-DOR ag	SUMO Mot1 rescue	Ecoli viability	Tat transport	HTR5A inv ag	phage Ecoli inh	MOR-DOR inv ag	PfHsp90 yeast 2	AddAB inh	PKA-R2B activ	PKA-R1A activ
1	CC(=O)N(C1=C(Cl)C(=O)c2ccccc2C1=O)c1ccc(C(=O)O)cc1	5.5	-12	-1.0	1	14	3.7	-25	13	-0.5	7	4
2	O=C(N/N=C\c1cn(-c2ccccc2)nc1-c1ccccc1)c1ccc2c(c1)OCO2	1.0	-8	-0.5	2	21	0.9	-4	-57	1.6	-8	9
3	Cc1cccc(NCc2ccc(O)c3ncccc23)c1C	/	-3	1.9	8	/	1.8	/	18	1.8	/	/
4	Cc1n[nH]c(C)c1CCc1nc2c3ccccc3nc(SCC(N)=O)n2n1	-0.5	/	/	4	14	0.9	3	-209	/	-6	15
5	Cn1c(=O)c2c(nc(N3CCN(c4ccccn4)CC3)n2Cc2ccc(Cl)cc2Cl)n(C)c1=O	-1.9	23	0.1	-5	16	0.3	9	/	1.2	11	-4
6	COC(=O)c1ccc(CSc2ccc(S(=O)(=O)N3CCCCC3)cn2)cc1	-3.2	41	0.5	-4	-3	2.3	12	/	-1.1	-12	-3
7	S=C(Nc1ccc(Oc2ccccc2)cc1)NC1CCCCC1	3.1	-19	5.5	7	-3	3.5	-18	-7	2.4	5	-4
8	Cc1nn(-c2ccccc2)c(C)c1NC(=O)c1cccs1	-1.7	3	0.3	-2	8	2.7	10	8	2.0	4	-3
9	Cc1cc(Nc2ccc(F)c(F)c2)nc(-c2ccccc2O)n1	0.6	10	-0.9	-1	2	1.6	-3	-22	0.9	7	-1
10	FC(F)(F)c1nnc2n1N=C(c1ccccc1)CS2	-0.9	3	0.9	-9	-4	-1.8	4	-10	-0.7	4	-2
11	Cc1ccc(NC(=O)C2=COCCO2)cc1S(=O)(=O)N1CCOCC1	-3.3	-15	-1.2	3	11	0.6	14	-37	-0.6	3	-5
12	CCOc1ccccc1NC(=O)COc1cccnc1[N+](=O)[O-]	-2.0	-1	0.2	-5	3	3.8	10	-4	-0.5	-1	-12
13	CC1=C(C(=O)N2CCOCC2)C(c2ccc(Cl)cc2)NC(=S)N1 (stereo unspecified)	-1.1	-18	-0.9	4	-18	6.5	7	-10	-0.2	10	7
14	COCCCn1c(C)nnc1SCC(=O)NCc1ccco1	-0.3	-11	1.2	-4	18	-0.3	2	8	-2.0	-4	4
15	CCCCC1=CC2=C(c3ccco3)C(=O)C(C)(OC(=O)c3ccc(OC)cc3)C(=O)C2=CN1c1ccccc1 (stereo unspecified)	3.8	-1	-0.5	11	-16	/	-22	4	1.9	-13	-7
16	CCN(CC)c1ccc(NC(=O)CN2C(=O)NC3(CCc4ccccc43)C2=O)cc1 (stereo unspecified)	-2.5	-8	1.3	3	11	1.8	10	-15	2.1	-4	6
17	Cc1ccc(NC(=O)NC2CCCCC2)cc1S(=O)(=O)N1CCOCC1	-0.2	-5	1.9	5	5	0.9	1	5	1.7	-16	3
18	COc1ccc(C(=O)NCCCOC(C)C)cc1OC1CCN(C(C)=O)CC1	-3.2	-1	-0.3	18	-5	2.1	16	1	3.5	0	-5
19	O=C(COC(=O)c1cccnc1Cl)Nc1cc(S(=O)(=O)N2CCOCC2)ccc1Cl	-3.0	5	-0.3	-7	11	1.8	12	3	2.7	-2	-7
20	O=C(Nc1ccccn1)C1CCCN1S(=O)(=O)c1ccc(Cl)cc1 (stereo unspecified)	-2.9	-16	-0.2	-3	17	-0.7	15	0	0.4	3	-7
21	O=C(Nc1ncccc1O)c1cccc(S(=O)(=O)NCc2ccccc2)c1	-1.5	7	-0.5	-1	17	1.3	10	-27	3.7	2	1
22	COc1ccccc1CNC(=O)CSc1nc(-c2ccccc2)cn1N	-0.8	0	-3.2	2	0	1.1	5	0	1.2	-6	-6
23	COc1ccccc1-c1noc(-c2cc(OC)c(OC)c(OC)c2)n1	-0.9	-7	-1.2	8	1	1.2	5	/	-0.8	3	4
24	CC(=O)Nc1ccc(-c2ccc(NC(C)=O)cc2)cc1	-3.1	/	-0.8	1	-29	2.9	19	21	0.1	-1	-1
25	O=C(/C=C/c1ccc[nH]1)c1ccccc1	-1.0	-19	-1.6	7	-4	2.6	5	1	2.6	-1	0
26	COc1cccc(C(=S)N2CCOCC2)c1OS(=O)(=O)c1ccc(Cl)cc1	0.4	83	0.2	14	4	-0.2	-3	13	-0.4	-8	-3
27	Cc1ncc([N+](=O)[O-])n1CC(=O)NC1CCCCCC1	-1.2	-9	-0.5	0	1	2.7	7	0	-0.6	-5	1
28	CC(C)C(=O)NC(c1ccc([N+](=O)[O-])cc1)c1c(O)ccc2ccccc12 (stereo unspecified)	6.3	-4	-0.7	5	-35	4.2	-33	-11	1.4	-11	13
29	S=C(c1ccc(Br)cc1)N1CCCC1	-0.8	1	-2.2	-1	20	0.3	4	9	-2.7	-10	-5
30	Cc1ccccc1CSCC(=O)Nc1ccccc1-c1ccccc1	2.4	14	1.7	4	4	2.7	-14	6	2.4	6	-2

# Additional records follow:
no.	Molecule	MOR-DOR ag	SUMO Mot1 rescue	Ecoli viability	Tat transport	HTR5A inv ag	phage Ecoli inh	MOR-DOR inv ag	PfHsp90 yeast 2	AddAB inh	PKA-R2B activ	PKA-R1A activ
31	Cn1c(-c2ccc(F)c(F)c2)cc2onc(-c3ccccc3)c2c1=O	-0.7	11	1.1	1	0	-0.5	4	/	3.2	-16	-1
32	O=C(c1nnsc1S(=O)(=O)c1ccc(Cl)cc1)N1CCOCC1	-4.7	/	/	-9	4	3.0	25	20	/	3	-1
33	CCOCCCNC(=O)c1ccc2c(=O)n(Cc3ccc4c(c3)OCO4)c(=S)[nH]c2c1	-2.9	-4	-1.5	0	0	1.2	14	-17	-3.1	0	8
34	CC1=C(C#N)C(=O)NC(=O)/C1=C\c1ccc(-c2ccc(C)cc2[N+](=O)[O-])o1	-0.1	/	/	1	0	3.6	1	2	/	-2	4
35	COc1ccc(Cl)cc1S(=O)(=O)N(C)CC(=O)N1CCOCC1	-1.5	4	-0.7	-5	13	0.3	10	14	4.4	4	-7
36	CCn1c(-c2cc(Br)cc(OC)c2O)nc2cc(S(=O)(=O)N(C)C)ccc21	-2.5	164	1.4	15	-21	3.4	13	/	-0.3	-4	4
37	CN1CCN(CC(=O)Nc2nc(-c3c[nH]c4ccccc34)cs2)CC1	-0.2	-4	-1.5	-11	23	4.1	1	5	0.6	11	1
38	Cc1sc2nc(SCC(=O)Nc3ccccc3F)[nH]c(=O)c2c1C	-0.5	-1	1.1	7	15	2.4	3	5	2.3	4	6
39	CC(=O)c1cccc(NC(=O)NCc2ccco2)c1	-1.6	525	0.8	-4	-18	2.4	7	5	0.0	4	4
40	Cc1ccc(N=Nc2c(N)nn3c(N)c(C#N)c(C)nc23)cc1	-0.8	-3	1.4	-5	-9	3.2	4	-16	4.4	0	-1
41	O=C(OCc1nnc(-c2ccccc2)o1)c1ccc(Br)o1	0.5	-12	1.3	-4	-22	4.8	-4	-10	0.9	4	-3
42	Cn1ncc([N+](=O)[O-])c1C(=O)Nc1cccc(Cl)c1	0.4	-6	4.5	-6	-12	0.6	-2	-9	7.8	-4	-11
43	COc1cccc(Cn2c(=O)ccc3ccccc32)c1	-0.7	2	0.8	-2	-6	6.8	5	/	1.6	-12	2
44	O=C(OCCc1ccccn1)c1cccc([N+](=O)[O-])c1	-1.3	/	/	-4	-6	0.7	6	4	/	-4	2
45	CN(C(=O)c1ccncc1)c1nnc(-c2ccccn2)s1	-1.1	56	-3.6	-2	-16	2.7	7	-8	1.9	0	-3
46	Nc1nc(NC(=O)CCC(=O)O)nn1-c1ccccc1	-1.8	54	1.7	0	0	1.3	9	2	0.8	-6	-20
47	CCc1ccccc1NC(=O)CSc1nnc(-c2ccco2)n1N	-3.4	0	-0.7	?	2	2.5	15	-9	4.0	0	3
48	CCCCCC(=O)Nc1cccc(S(=O)(=O)NC2=NCCC2)c1	-3.1	3	-1.1	-5	-1	2.1	12	-1	1.8	-2	13
49	Cc1ccc(-c2nn(C)c(=O)c3ccccc23)cc1S(=O)(=O)NCCN(C)C	-1.5	-5	-0.2	4	8	5.7	9	-6	2.3	-10	-4
50	CCc1ccc(N2CCN(C(=O)c3ccc(OC)c(OC)c3)CC2)cc1	-1.0	25	-3.3	5	-4	2.3	5	0	0.0	7	7
51	Cc1ccc(S(C)(=O)=O)cc1S(=O)(=O)Nc1ccccc1	-0.6	-20	0.4	12	-5	4.9	3	1	2.7	-8	-7

# Ordered by heavy-atom count (lowest first): 8 of the compounds above.
no.	Molecule	MOR-DOR ag	SUMO Mot1 rescue	Ecoli viability	Tat transport	HTR5A inv ag	phage Ecoli inh	MOR-DOR inv ag	PfHsp90 yeast 2	AddAB inh	PKA-R2B activ	PKA-R1A activ
46	Nc1nc(NC(=O)CCC(=O)O)nn1-c1ccccc1	-1.8	54	1.7	0	0	1.3	9	2	0.8	-6	-20
45	CN(C(=O)c1ccncc1)c1nnc(-c2ccccn2)s1	-1.1	56	-3.6	-2	-16	2.7	7	-8	1.9	0	-3
32	O=C(c1nnsc1S(=O)(=O)c1ccc(Cl)cc1)N1CCOCC1	-4.7	/	/	-9	4	3.0	25	20	/	3	-1
31	Cn1c(-c2ccc(F)c(F)c2)cc2onc(-c3ccccc3)c2c1=O	-0.7	11	1.1	1	0	-0.5	4	/	3.2	-16	-1
50	CCc1ccc(N2CCN(C(=O)c3ccc(OC)c(OC)c3)CC2)cc1	-1.0	25	-3.3	5	-4	2.3	5	0	0.0	7	7
34	CC1=C(C#N)C(=O)NC(=O)/C1=C\c1ccc(-c2ccc(C)cc2[N+](=O)[O-])o1	-0.1	/	/	1	0	3.6	1	2	/	-2	4
49	Cc1ccc(-c2nn(C)c(=O)c3ccccc23)cc1S(=O)(=O)NCCN(C)C	-1.5	-5	-0.2	4	8	5.7	9	-6	2.3	-10	-4
33	CCOCCCNC(=O)c1ccc2c(=O)n(Cc3ccc4c(c3)OCO4)c(=S)[nH]c2c1	-2.9	-4	-1.5	0	0	1.2	14	-17	-3.1	0	8
